RORg inh: blocks mouse ROR gamma transcriptional activity | Drosophila S2 Gal4-RORgamma UAS-luciferase reporter, 20 h | Potency, µM (highest dose often 53.6 µM), for the others: at the highest dose activity change, negative = inhibition, actives largely listed as inhibitors | actives 5.4% (n = 310,000) | P51450; note: potency is the fitted concentration of half-maximal effect; % is set by controls: 0 for no effect and ±100 for the full control effect; nearly all actives have a fitted effect of over 60% in size
Target sequence (P51450 whole entry, looked up, the tested form may be a part): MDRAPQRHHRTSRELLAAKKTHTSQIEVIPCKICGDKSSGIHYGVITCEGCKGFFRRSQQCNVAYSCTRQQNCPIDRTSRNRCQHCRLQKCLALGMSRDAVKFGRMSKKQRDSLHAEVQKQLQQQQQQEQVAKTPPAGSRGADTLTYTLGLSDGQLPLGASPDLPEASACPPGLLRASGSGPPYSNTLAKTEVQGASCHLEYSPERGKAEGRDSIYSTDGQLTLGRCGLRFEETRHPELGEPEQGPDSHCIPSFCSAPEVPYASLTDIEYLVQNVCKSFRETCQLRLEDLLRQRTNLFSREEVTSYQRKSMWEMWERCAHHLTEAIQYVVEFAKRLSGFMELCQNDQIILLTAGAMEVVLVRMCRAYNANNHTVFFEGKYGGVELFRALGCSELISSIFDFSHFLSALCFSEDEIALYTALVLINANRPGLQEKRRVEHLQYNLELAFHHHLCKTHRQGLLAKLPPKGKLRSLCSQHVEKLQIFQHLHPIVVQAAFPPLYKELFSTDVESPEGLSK
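Read-out: Photinus luciferase luminescence; inhibitors lower reporter signal. Insect Schneider cells with Gal4-ROR gamma fusion under metallothionein promoter, UAS reporter; 700 uM final copper sulfate induction, 20 hr, ambient temperature.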
Menin MLL FP TR: inhibitors of human menin-MLL interaction, mutant MLL peptide. O00255. Menin + Texas Red MLL mutant peptide, fluorescence polarization. Potency, µM (series often up to 61.6 µM), for inactives: top-dose FP activity change, negative = inhibition, usual class: inhibitors. actives 0.23% (n = 270,000); active = well fitted inhibition curve with a large enough effect in the polarisation, with a control signal flat, not every such curve was filed as active; inconclusive = small, poorly fitted or top-dose-only effect, or effect the other way, or a change in a side signal; inactive = no such curve, though single readings can be large or run the other way; the % refers to the polarisation; note: potency is the fitted concentration of half-maximal effect; % of control where 0% means no effect; many of its hits are not listed in these tables
VP16 counter: Gal4-VP16 reporter inhibition counter-screen; Drosophila S2 Gal4-VP16 UAS-luciferase, luminescence, 20 h; actives 3.5% (n = 310,000); Potency, µM (highest dose often 53.6 µM), inactives show at the top dose activity, negative = inhibition, hits mostly inhibitors; AID 2546;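 note: Gal4-VP16 expression switched on by copper sulfate through the metallothionein promoter; potency is the fitted concentration of half-maximal effect; % is set by controls: 0 for no effect and ±100 for the full control effect; nearly all actives have a fitted effect of over 50% in size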
p53 reactivation: mutant p53 re-activation in reporter cells; actives 0.063% (n = 320,000); Potency, µM (doses to about 92.2 µM), without a hit: at the top dose activity change, positive = activation, most hits filed as activators; H1299 p53-A138V BP100-luciferase reporter, luminescence, 24 h; note: potency is the fitted concentration of half-maximal effect; % of control where 0% means no effect; nearly all actives have a fitted effect of over 45% in size
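H1299 (p53-null), stable ts p53-A138V + BP100-Luc; 1000 cells/well, Opti-MEM/10% FBS; cpd 4 pt, 1:5; 24 h, 37 deg C, 5% CO2; detection reagent 10 min RT; luminescence.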
PKM2 activator: increases activity of human pyruvate kinase M2; purified PKM2, Kinase-Glo ATP luminescence, activation; response scale: 0% is enzyme alone, no compound; Potency, µM (highest dose often 57.5 µM), for the others: at the highest dose activation, usual class: activators; actives 0.34% (n = 260,000); AID 1631; note: potency is the fitted concentration of half-maximal effect; % is set by controls: 0 for no effect and ±100 for the full control effect; nearly all actives have a fitted effect of over 55% in size
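Kinase-Glo luminescence reports ATP generated from ADP (0.1 mM) and PEP (0.5 mM) by purified hPK-M2 after 1 h at room temperature, pH 7.2 imidazole buffer; intermediate enzyme activity allows detecting inhibitors and activators.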
NPC1 promoter act: activators of NPC1 promoter. Huh7 NPC1 promoter luciferase reporter, 24 h. Potency, µM (top dose mostly 9.22 µM), without a hit: top-dose activation, actives largely listed as activators. actives 2.4% (n = 320,000);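 note: potency is the fitted concentration of half-maximal effect; % of control where 0% means no effect; nearly all actives have a fitted effect of over 60% in size; reporter is driven by a mutant NPC1 promoter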
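Luminescence read-out of NPC1 promoter-driven luciferase in stably transfected Huh7 cells; compounds delivered in DMSO and left 24 h at 37C, 5% CO2, qHTS titration format.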
ELG1 genotox: genotoxicity induction in ELG1-luciferase HEK293T cells; HEK293T ELG1-luciferase reporter, luminescence, 16 h; Potency, µM (highest dose often 46 µM), without a hit: at the top dose activity change, positive = activation, hits mostly activators; actives 1.3% (n = 330,000); AID 504466; note: potency is the fitted concentration of half-maximal effect; % of control where 0% means no effect; nearly all actives have a fitted effect of over 60% in size
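Screening used a luciferase reporter fused to human ELG1 in HEK293T cells. Luminescence was read on a CCD plate imager after 16 hr exposure and 30 min ONE-Glo incubation.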
FLuc counter: counter-screen for miR-21 project: firefly luciferase inhibitors or activators; P08659; Potency, µM (series often up to 57.5 µM), for the others: at the highest dose activity change, negative = inhibition, usual class: inhibitors; actives 6.9% (n = 360,000); purified FLuc, Km substrates, luminescence inhibition; AID 588342;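 note: potency is the fitted concentration of half-maximal effect; plate controls were vehicle for no effect and reference inhibitor for full effect; nearly all actives have a fitted effect of over 55% in size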
Target sequence (P08659 whole entry, looked up): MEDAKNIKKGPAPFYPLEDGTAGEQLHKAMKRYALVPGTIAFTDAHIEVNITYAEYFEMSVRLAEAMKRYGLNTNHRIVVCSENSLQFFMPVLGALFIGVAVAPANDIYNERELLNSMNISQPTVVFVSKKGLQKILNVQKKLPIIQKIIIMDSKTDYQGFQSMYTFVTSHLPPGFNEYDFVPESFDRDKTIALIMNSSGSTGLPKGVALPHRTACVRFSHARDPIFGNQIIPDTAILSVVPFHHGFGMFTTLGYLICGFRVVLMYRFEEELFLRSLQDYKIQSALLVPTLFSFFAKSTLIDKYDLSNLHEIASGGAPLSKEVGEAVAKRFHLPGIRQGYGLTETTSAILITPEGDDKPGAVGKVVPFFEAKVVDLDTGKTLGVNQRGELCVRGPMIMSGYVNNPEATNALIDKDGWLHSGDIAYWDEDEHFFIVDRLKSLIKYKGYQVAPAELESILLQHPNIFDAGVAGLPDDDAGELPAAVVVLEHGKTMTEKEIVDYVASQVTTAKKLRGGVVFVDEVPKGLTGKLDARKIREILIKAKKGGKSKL
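Purified P. pyralis luciferase, 10 nM final, with Km-level 10 uM D-luciferin and 10 uM ATP in 50 mM Tris acetate pH 7.5, 10 mM Mg acetate, 0.01% Tween-20, 0.05% BSA; 6-point qHTS titration about 60 µM downward; luminescence read.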
Giardia killer: kills Giardia lamblia; Giardia lamblia trophozoite viability; activity change, % at 7.66 µM, hits read low; actives 0.15% (n = 340,000); AID 540267; in the data active = activity change below about -80%; inconclusive = between about -30% and that limit;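 note: parasites exposed to compound for two days anaerobically before the ATP read; % is set by controls: 0 for no effect and ±100 for the full control effect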
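Viability, read as ATP luminescence: trophozoites at 100 cells/well, compound added, 48 hrs anaerobic at 37 deg C, then 15-30 min room-temperature development before reading.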
Rab9 prom act: activators of Rab9 promoter. actives 2.8% (n = 320,000). AID 485297. Potency, µM (series often up to 9.22 µM), for the others: at the highest dose activation, negative = inhibition, most hits filed as activators. Huh7 Rab9 promoter-luciferase reporter, luminescence, 24 h; note: potency is the fitted concentration of half-maximal effect; % of control where 0% means no effect; nearly all actives have a fitted effect of over 60% in size
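Using Huh7 cells stably transfected with Rab9 promoter–luciferase, compounds were incubated 24 h at 37 °C, 5% CO2; luciferase luminescence was read 10 min after reagent addition.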
BRCA1 expr up: BRCA1 expression activation | MCF7-BRCA1-FFLuc reporter, luminescence, 48 h; response scale: scaled: vehicle 0%, 10 µM genistein 100% | Potency, µM (titrated, usually from 46.1 µM), inactives show top-dose activation, most hits filed as activators | actives 1.1% (n = 380,000) | AID 624202; note: potency is the fitted concentration of half-maximal effect; nearly all actives have a fitted effect of over 80% in size; some results filed as inactive show a strong effect at the top dose
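Quantitative HTS in MCF7 cells stably reporting BRCA1 expression via firefly luciferase. Compound treatment lasts 48 h at 37 °C in phenol-red free MEM. Activation is expressed relative to genistein at 10 microM and DMSO.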
* hit, by the source's call; ? = inconclusive; / = no result given; & = joins results of further samples; [ ] = remark or other dose. Unless noted, calls come from the whole dose curve; as a rule, active = well fitted curve in the direction sought with a large enough effect; inconclusive = small, poorly fitted or top-dose-only effect, or another doubt; inactive = no such curve, though single readings can be large; an effect the other way counts as inactive or inconclusive. Only part of the results is shown. The share of hits here may be higher or lower than overall.

SMILES | RORg inh | Menin MLL FP TR | VP16 counter | p53 reactivation | PKM2 activator | NPC1 promoter act | ELG1 genotox | FLuc counter | Giardia killer | Rab9 prom act | BRCA1 expr up
COc1ccccc1C(=O)Nc1ccc(S(=O)(=O)N2CCc3ccccc32)cc1 | 16% | -25% | 7% | 0% | 6% | 0% | 3% | 2% | -5 | 7% | 13%
O=C(Cc1ccc(Br)cc1)Nc1ccc(Cl)cc1 | -7% | -1% | -18% | 3% | 9% | 9% | 4% | -8% | 4 | 21% | 64%
CCN1CC(c2ccccc2)C(c2ccc(Cl)cc2)=N1 (stereo not drawn) | 2% | -20% | -2% | -7% | -6% | 0% | -1% | 2% | 3 | 2% | -10%
COc1cc(NC(=O)COc2ccccc2)ccc1NC(=O)c1ccco1 | 6% | -10% | -4% | -5% | 0% | -3% | -3% | -4% | -6 | 15% | 11%
CCOC(=O)NC(Nc1nnc(SCC)s1)(C(F)(F)F)C(F)(F)F | 22% | 32%[activator] | 4% | 3% | 5% | -5% | 11% | 1% | -18 | -1% | 1%
CC(=O)Nc1ccc(S(=O)(=O)N(Cc2ccccc2)c2ccccn2)cc1 | 13% | 7% | -5% | / | -2% | -2% | -3% | -1% | -5 | -5% | -25%
Cc1cc(C)cc(C(N)=Nc2cccc(C#N)c2)c1 | 25% | 2% | 12% | 0% | / | -8% | 2% | -5% | -14 | 1%[1.84 µM] | 21%
Cc1ccc(CNC(=O)C2CC(c3cccc([N+](=O)[O-])c3)=NO2)o1 (stereo not drawn) | 37% | 7% | 18% | ? | ? | ? | 12% | ? | -2 | ? | 57%
Cc1ccnn1Cc1cc(C(=O)O)c2ccccc2n1 | 14% | 0% | -3% | 1% | / | -1% | -4% | 5% | -12 | -1% | -19%
N#Cc1ccc(NC(=O)Cn2cnc(S(=O)(=O)N3CCOCC3)c2)cc1 | -13% | / | -2% | 4% | / | 3% | 1% | 0% | -4 | -1% | 0%
Cc1ccc(NC(=O)C2CCCN2C(=O)Oc2ccccc2)c(C)c1 (stereo not drawn) | -1% | 11% | -9% | -2% | -7% | 4% | -1% | 1% | 12 | 0% | -8%
CC1CCCN(C(C(=O)NC2CCCCC2)c2cc3c(cc2[N+](=O)[O-])OCO3)C1 (stereo not drawn) | 16% | -7% | ? | ? | 3% | 5% | 1% | -13% | 0 | 0% | -22%
CC1CCN(c2nncc3ccccc23)CC1 | -1% | 3% | 2% | -14% | 2% | 4% | -3% | 2% | -8 | 1% | -14%
O=c1cc(-c2ccccc2)c2cc(Cl)ccc2[nH]1 | -4% | 38%[activator] | 12% | -2% | / | 1% | 3% | -2% | -14 | -16% | -18%
CC(NC(=O)c1ccc(C23CC4CC(CC(C4)C2)C3)cc1)C(=O)O (stereo not drawn) | -3% | 0% | -2% | 29% | 0% | 0% | -2% | 19µM* | 2 | 1% | 63%
O=[N+]([O-])c1ccc(SCCc2ccccn2)cc1 | 20% | / | 11% | 13% | 25% | 10% | 5% | ? | -2 | 11% | 51%
O=[N+]([O-])c1ncccc1OCc1ccc(Cl)c(Cl)c1 | 12% | 0% | -1% | 28% | 3% | ? | 18µM* | 24µM* | ? | ? | 7.1µM*
CC(=O)c1ccc([N+](=O)[O-])c(CS(=O)(=O)c2ccccc2)c1 | 11% | 15% | 17% | -1% | / | -2% | -5% | -1% | -4 | 0% | 8%
CCN(CC)S(=O)(=O)c1cccc(NC(=O)COC(=O)CCC(=O)c2cccs2)c1 | 10% | -2% | 0% | -2% | 3% | -4% | 0% | 5% | 2 | -4% | 0%
Cc1cc(N/C=C/C(=O)c2ccccc2)ccc1Br | ? | -27% | ? | 6% | -6% | ? | ? | 0.48µM* | 22 | 3.2µM* | ?
O=C1C(Cc2ccccc2)Nc2ncnc(N3CCc4ccccc4C3)c2N1Cc1ccc(Cl)cc1 (stereo not drawn) | / | / | / | -4% | / | -9% | -7% | 2% | ? | -5% | -18%
Cc1c(C(=O)OCC(=O)N2C(C)CCCC2C)oc2ccccc12 (stereo not drawn) | 19% | / | 5% | 7% | -3% | ? | ? | 17µM* | 7 | ? | ?
Cc1ccc2nc(Nc3ccc(Cl)cc3)c3nncn3c2c1 | 8% | ? | -12% | 0% | / | -2% | 0% | 4% | 35[activator] | ? | -13%
COCCNC(=O)CCCn1c(=O)c2cc(OC)c(OC)cc2n(CC(=O)Nc2ccc(F)cc2)c1=O | 27% | 19% | -5% | -3% | 3% | -3% | -14% | 1%&2% | -5 | 1% | 21%
O=[N+]([O-])c1cccc(-c2ccc(CN3CCN(c4ccccc4)CC3)o2)c1 | -8%[1.91 µM] | 14% | -6% | 8% | 2% | 0% | -1% | -12% | 0 | 4% | -16%
SMILES | RORg inh | Menin MLL FP TR | VP16 counter | p53 reactivation | PKM2 activator | NPC1 promoter act | ELG1 genotox | FLuc counter | Giardia killer | Rab9 prom act | BRCA1 expr up
Cc1ccc(CC(NC(=O)c2ccccc2)C(=O)NC(CC(C)C)C(=O)O)cc1 (stereo not drawn) | 8% | -14% | -13% | 0% | -4% | -6% | -1% | -13% | 9 | -2% | 2%
O=C1NC2(CCCCCCC2)C(=O)N1Cc1ccc(F)cc1 | 41% | / | -9% | -2% | 8% | 0% | -4% | 1% | -24 | -5% | 2%
CCCS(=O)(=O)n1nc(-c2ccc(OC)cc2OC)cc1N | -6% | -16% | 1% | 9% | 1% | 2% | 8% | -2% | -23 | -1% | 0%
COc1ccc(CCNC(=O)CCCCCn2c(SCC(N)=O)nc3cc4c(cc3c2=O)OCO4)cc1OC | 3% | -7% | -2% | -3% | 1% | -8% | -17% | -1%&-3% | 2 | -9% | -12%
O=C(NCc1ccc(F)cc1)C1CC(=O)N(C2CCCCC2)C1 (stereo not drawn) | 1% | 7% | 7% | 3% | / | -1% | 0% | -1% | 3 | -1% | 23%
Cc1ccc(NS(=O)(=O)c2ccc(C3CCCCC3)cc2)cc1 | 10% | -6% | ? | ? | 1% | -2% | / | 3% | -7 | 2% | -52%
O=C(COC(=O)c1ccc(O)cc1O)Nc1cc(-c2ccccc2)nn1-c1ccccc1 | / | / | / | 20% | / | -1% | -4% | ? | -20 | -10% | -73%
NC(=O)c1ccccc1NC(=O)COc1ccc2c(c1)OCO2 | -8% | -7% | 3% | ? | -3% | 2.5µM* | ? | 4.8µM* | 2 | 3.5µM* | 135%
CCOc1cc2[nH]c(=S)n(CCC(=O)NCc3ccco3)c(=O)c2cc1OCC | -7% | -18% | 0% | 9% | -8% | -5% | 4% | -1% | 6 | -4% | 5%
CCc1nnc(NC(=O)c2ccc(Cl)nc2)s1 | ? | -4% | -15% | 4% | 1% | 26% | ? | 13µM* | -22 | ? | 0%
CCN(CC)S(=O)(=O)c1cc(C(=O)Oc2ccccc2OC)ccc1OC | 17% | 3% | -1% | 0% | 3% | -2% | 4% | 1% | -15 | 0% | 4%

Arranged by length of the SMILES (descending): 7 of the compounds above
SMILES | RORg inh | Menin MLL FP TR | VP16 counter | p53 reactivation | PKM2 activator | NPC1 promoter act | ELG1 genotox | FLuc counter | Giardia killer | Rab9 prom act | BRCA1 expr up
COc1ccc(CCNC(=O)CCCCCn2c(SCC(N)=O)nc3cc4c(cc3c2=O)OCO4)cc1OC | 3% | -7% | -2% | -3% | 1% | -8% | -17% | -1%&-3% | 2 | -9% | -12%
O=C(COC(=O)c1ccc(O)cc1O)Nc1cc(-c2ccccc2)nn1-c1ccccc1 | / | / | / | 20% | / | -1% | -4% | ? | -20 | -10% | -73%
CCOc1cc2[nH]c(=S)n(CCC(=O)NCc3ccco3)c(=O)c2cc1OCC | -7% | -18% | 0% | 9% | -8% | -5% | 4% | -1% | 6 | -4% | 5%
CCN(CC)S(=O)(=O)c1cc(C(=O)Oc2ccccc2OC)ccc1OC | 17% | 3% | -1% | 0% | 3% | -2% | 4% | 1% | -15 | 0% | 4%
Cc1ccc(NS(=O)(=O)c2ccc(C3CCCCC3)cc2)cc1 | 10% | -6% | ? | ? | 1% | -2% | / | 3% | -7 | 2% | -52%
O=C1NC2(CCCCCCC2)C(=O)N1Cc1ccc(F)cc1 | 41% | / | -9% | -2% | 8% | 0% | -4% | 1% | -24 | -5% | 2%
CCc1nnc(NC(=O)c2ccc(Cl)nc2)s1 | ? | -4% | -15% | 4% | 1% | 26% | ? | 13µM* | -22 | ? | 0%
